Mtb FBA inh: inhibits M. tuberculosis FBA enzyme | purified M. tuberculosis FBA, fluorescence read-out | inhibition, % at 1 µM | 360,000 compounds, 2.3% hits; in the data active = inhibition above about 27%;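 also: 0% = vehicle and 100% = reference inhibitor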
Target sequence (P9WQA3 whole entry, looked up): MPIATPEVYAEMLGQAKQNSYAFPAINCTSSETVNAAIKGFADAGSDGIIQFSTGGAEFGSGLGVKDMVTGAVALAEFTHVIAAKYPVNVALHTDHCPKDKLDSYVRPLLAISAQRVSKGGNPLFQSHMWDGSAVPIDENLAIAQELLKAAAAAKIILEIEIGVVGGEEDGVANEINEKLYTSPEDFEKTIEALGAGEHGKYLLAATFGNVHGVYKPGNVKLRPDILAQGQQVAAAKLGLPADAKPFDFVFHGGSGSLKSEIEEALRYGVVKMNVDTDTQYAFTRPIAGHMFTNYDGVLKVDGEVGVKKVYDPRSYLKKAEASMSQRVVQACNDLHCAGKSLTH
Mtb BioA inh: BioA (M. tuberculosis) enzyme inhibition; purified M. tuberculosis BioA enzyme, plate reader; inhibition, % at 9.99 µM; 360,000 compounds, 0.096% hits; AID 602481; in the data active = inhibition above about 40%; inconclusive = no clear call, values can overlap the other calls
FadD28 binding: inhibitors of Mycobacterium tuberculosis FadD28 bisubstrate binding. FadD28 bisubstrate probe binding, fluorescence polarization. inhibition, % at 12.5 µM. 360,000 compounds, 0.22% hits; in the data active = inhibition above about 8.5%, passing the limit was not always enough; inconclusive = no clear call, values can overlap the other calls
CCHFV vOTU inh: CCHFV vOTU protease inhibition. 370,000 compounds, 0.55% hits. Pep-AMC fluorescence. AID 651958. inhibition, % at 11.5 µM; also: 0% = vehicle wells with enzyme and 100% = no enzyme wells
UGM FP inh: inhibitors of M. tuberculosis UDP-galactopyranose mutase | P9WIQ1 | purified UGM, fluorescence polarization probe displacement | inhibition, % at 10 µM | 320,000 compounds, 0.06% hits; in the data active = inhibition above about 10%, passing the limit was not always enough; inconclusive = no clear call, values can overlap the other calls
Target sequence (P9WIQ1 whole entry, looked up): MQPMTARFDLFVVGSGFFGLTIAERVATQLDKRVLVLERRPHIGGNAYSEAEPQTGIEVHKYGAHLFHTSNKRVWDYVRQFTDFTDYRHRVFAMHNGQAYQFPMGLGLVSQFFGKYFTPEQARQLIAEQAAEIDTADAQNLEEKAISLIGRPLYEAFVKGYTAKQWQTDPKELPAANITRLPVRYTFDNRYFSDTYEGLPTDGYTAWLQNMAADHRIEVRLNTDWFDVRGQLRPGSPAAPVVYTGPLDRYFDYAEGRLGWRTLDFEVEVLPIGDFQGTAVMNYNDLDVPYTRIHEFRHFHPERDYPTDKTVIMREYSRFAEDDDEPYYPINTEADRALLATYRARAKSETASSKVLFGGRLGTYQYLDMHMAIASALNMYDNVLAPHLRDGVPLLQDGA
BoNT-A LC inh2: inhibitors of Botulinum neurotoxin A light chain protease; inhibition, % at 10 µM; 360,000 compounds, 0.17% hits; multiplex microsphere protease substrate cleavage, flow cytometry; in the data active = inhibition above about 30%; inconclusive = no clear call, values can overlap the other calls; also: plate controls were buffer without enzyme for full effect and enzyme alone for no effect
PrPC surface inh: reduces human prion protein on the cell surface. cell surface PrPC, TR-FRET read-out. AID 720596. inhibition, % at 13.8 µM. P04156. 370,000 compounds, 0.43% hits; in the data active = inhibition above about 24%; also: 0% = median of the test wells and 100% = reference compound wells
BoNT F protease: blocks Botulinum neurotoxin F light chain protease; inhibition, % at 10 µM; Multiplex microsphere protease cleavage assay, flow cytometry; AID 588497; 360,000 compounds, 0.22% hits; in the data active = inhibition above about 35%, passing the limit was not always enough; inconclusive = no clear call, values can overlap the other calls; also: plate controls were buffer without enzyme for full effect and enzyme alone for no effect
GDH-TPI counter: counter-screen for M. tuberculosis FBA inhibitors: GDH-TPI coupled enzymes | GDH-TPI coupled enzyme counterscreen, NADH absorbance | 360,000 compounds, 1.2% hits | inhibition, % at 4.8 µM | AID 588335;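 also: 0% = DMSO wells and 100% = wells lacking the enzyme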
An asterisk follows results filed as active. Rule as the data show it, unless noted: active = inhibition above about 30%; inactive = the rest.

Screening Cc1ccc(NC(=O)NC2OC(=O)c3ccccc32)cc1 (stereo not drawn) returned Mtb FBA inh -1, FadD28 binding -1.1, CCHFV vOTU inh -16, BoNT-A LC inh2 0.4, PrPC surface inh -5, BoNT F protease 5 and GDH-TPI counter 9.
Screening Cc1cccc(COc2ccccc2C(=O)OCC(=O)N(C)c2c(N)n(Cc3ccccc3)c(=O)[nH]c2=O)c1 returned Mtb FBA inh 1, Mtb BioA inh -2.1, FadD28 binding -1.3, CCHFV vOTU inh -5, UGM FP inh -1.0, BoNT-A LC inh2 0.7, PrPC surface inh 7, BoNT F protease -5 and GDH-TPI counter 3.
`COc1cc(/C=C(/C)[N+](=O)[O-])ccc1OCc1ccccc1Cl` gave Mtb FBA inh 5, Mtb BioA inh -1.6, FadD28 binding -6.3, UGM FP inh -1.2, BoNT-A LC inh2 0.0, BoNT F protease -5 and GDH-TPI counter -1.
Cc1ccc(S(=O)(=O)NNC(=O)Nc2ccc([N+](=O)[O-])cc2)c(C)c1 was read as Mtb FBA inh -4, Mtb BioA inh -0.1, FadD28 binding -3.9, CCHFV vOTU inh 4, UGM FP inh 4.4, BoNT-A LC inh2 -0.9, PrPC surface inh 1, BoNT F protease -3 and GDH-TPI counter 10.
For COC(=O)/C(=C1\Oc2ccc(C(C)(C)C)cc2S1)C(F)(F)F the results were Mtb FBA inh 1, Mtb BioA inh -2.7, FadD28 binding -2.8, CCHFV vOTU inh -2, UGM FP inh 0.2, BoNT-A LC inh2 -0.4, PrPC surface inh -1, BoNT F protease 2 and GDH-TPI counter -6.
For O=C(NC1CC1)c1nc(Cn2ccc([N+](=O)[O-])n2)no1 the results were Mtb FBA inh -1, FadD28 binding -3.8, CCHFV vOTU inh -17, UGM FP inh 1.4, BoNT-A LC inh2 4.4, PrPC surface inh -3, BoNT F protease -4 and GDH-TPI counter -12.
`O=C(O)CNC(=O)/C(=C\c1cccc([N+](=O)[O-])c1)NC(=O)c1ccco1` gave Mtb FBA inh 0, FadD28 binding 0.0, CCHFV vOTU inh -10, UGM FP inh 0.1, BoNT-A LC inh2 0.6, PrPC surface inh -2, BoNT F protease 2 and GDH-TPI counter 8.
`Cc1cc(S(=O)(=O)NC2CCCCC2)c(C)s1` gave Mtb FBA inh 1, Mtb BioA inh -3.6, FadD28 binding -0.4, CCHFV vOTU inh 13, UGM FP inh -0.8, BoNT-A LC inh2 0.8, PrPC surface inh -4, BoNT F protease 1 and GDH-TPI counter 8.
For Cc1nnc(SCc2cccc3ccccc23)s1 the results were Mtb FBA inh 2, Mtb BioA inh -0.6, FadD28 binding -4.0, CCHFV vOTU inh 0, UGM FP inh -1.3, BoNT-A LC inh2 -3.1, PrPC surface inh 0, BoNT F protease inconclusive and GDH-TPI counter -14.
For CCc1ccccc1Nc1nc2ccccc2[nH]1 the results were Mtb FBA inh -1, Mtb BioA inh 0.0, FadD28 binding -2.5, CCHFV vOTU inh -1, UGM FP inh 1.6, BoNT-A LC inh2 -0.9, PrPC surface inh 6, BoNT F protease -9 and GDH-TPI counter -4.

Reprinted from above (four entries):
Screening Cc1ccc(NC(=O)NC2OC(=O)c3ccccc32)cc1 (stereo not drawn) returned Mtb FBA inh -1, FadD28 binding -1.1, CCHFV vOTU inh -16, BoNT-A LC inh2 0.4, PrPC surface inh -5, BoNT F protease 5 and GDH-TPI counter 9.
Screening Cc1cccc(COc2ccccc2C(=O)OCC(=O)N(C)c2c(N)n(Cc3ccccc3)c(=O)[nH]c2=O)c1 returned Mtb FBA inh 1, Mtb BioA inh -2.1, FadD28 binding -1.3, CCHFV vOTU inh -5, UGM FP inh -1.0, BoNT-A LC inh2 0.7, PrPC surface inh 7, BoNT F protease -5 and GDH-TPI counter 3.
`COc1cc(/C=C(/C)[N+](=O)[O-])ccc1OCc1ccccc1Cl` gave Mtb FBA inh 5, Mtb BioA inh -1.6, FadD28 binding -6.3, UGM FP inh -1.2, BoNT-A LC inh2 0.0, BoNT F protease -5 and GDH-TPI counter -1.
Cc1ccc(S(=O)(=O)NNC(=O)Nc2ccc([N+](=O)[O-])cc2)c(C)c1 was read as Mtb FBA inh -4, Mtb BioA inh -0.1, FadD28 binding -3.9, CCHFV vOTU inh 4, UGM FP inh 4.4, BoNT-A LC inh2 -0.9, PrPC surface inh 1, BoNT F protease -3 and GDH-TPI counter 10.

The listing continues.
For COC(=O)[C@H](Cc1ccccc1)NC(=O)NCCc1ccc(S(N)(=O)=O)cc1 the results were Mtb FBA inh -4, Mtb BioA inh -0.1, FadD28 binding 0.0, CCHFV vOTU inh 7, UGM FP inh -3.2, BoNT-A LC inh2 -0.2, PrPC surface inh 2, BoNT F protease 10 and GDH-TPI counter 8.
`O=C(Nc1nnc(SCC(=O)N2CCCCC2)s1)c1cccs1` gave Mtb FBA inh -4, Mtb BioA inh -2.9, FadD28 binding -0.6, CCHFV vOTU inh 1, UGM FP inh 1.1, BoNT-A LC inh2 -0.2, PrPC surface inh 9, BoNT F protease -16 and GDH-TPI counter 27.
Screening COc1ccccc1CNCc1cc(OC)c(OC)c(OC)c1 returned Mtb FBA inh -2, Mtb BioA inh 0.0, FadD28 binding 0.3, CCHFV vOTU inh 0, UGM FP inh -1.4, BoNT-A LC inh2 -0.3, PrPC surface inh -1, BoNT F protease -4 and GDH-TPI counter 9.
For CCOc1ccc(CCNS(=O)(=O)c2c(C)nc3scc(C)n3c2=O)cc1OCC the results were Mtb FBA inh -1, Mtb BioA inh -2.3, FadD28 binding -0.2, CCHFV vOTU inh 4, UGM FP inh 2.8, BoNT-A LC inh2 -5.6, PrPC surface inh -4, BoNT F protease -44 and GDH-TPI counter 33*.
For C/C(=N\NC(=O)c1ccco1)c1ccc(NC(=O)c2ccccc2)cc1 the results were Mtb FBA inh 1, FadD28 binding -0.8, CCHFV vOTU inh -2, UGM FP inh 0.6, BoNT-A LC inh2 1.4, PrPC surface inh -6, BoNT F protease 2 and GDH-TPI counter 14.
For O=C(Nc1ccc(O)c2c(=O)cc(-c3ccccc3Cl)oc12)c1ccc(Cl)c(Cl)c1 the results were Mtb FBA inh -1, Mtb BioA inh -1.3, FadD28 binding -0.4, CCHFV vOTU inh 4, UGM FP inh 0.0, BoNT-A LC inh2 0.2, PrPC surface inh -5, BoNT F protease -3 and GDH-TPI counter 6.
`Cc1cccc(N(C)C(=O)c2coc(=O)c3ccccc23)c1` gave Mtb FBA inh 2, Mtb BioA inh 1.4, FadD28 binding 0.1, CCHFV vOTU inh -2, UGM FP inh -1.7, BoNT-A LC inh2 0.2, PrPC surface inh 11, BoNT F protease 0 and GDH-TPI counter 10.
Screening COc1ccc(/C=N/NC(=O)c2cccc(COCC(F)(F)C(F)F)c2)cc1 returned Mtb FBA inh 0, FadD28 binding -2.5, CCHFV vOTU inh -3, BoNT-A LC inh2 -0.1, PrPC surface inh -4, BoNT F protease 0 and GDH-TPI counter 18.
Cc1c(NC(=O)c2nn(C(C)C)c(=O)c3ccccc23)c(=O)n(-c2ccccc2)n1C was read as Mtb FBA inh 0, Mtb BioA inh 0.1, FadD28 binding -2.4, CCHFV vOTU inh 0, BoNT-A LC inh2 -0.2, PrPC surface inh 0, BoNT F protease -2 and GDH-TPI counter -4.
O=C(CSc1nc2c(cnn2-c2ccc(F)cc2)c(=O)[nH]1)N1CCCCC1 was read as Mtb FBA inh 0, Mtb BioA inh -1.3, FadD28 binding -2.6, CCHFV vOTU inh -1, UGM FP inh -0.9, BoNT-A LC inh2 -0.2, PrPC surface inh -2, BoNT F protease 4 and GDH-TPI counter 1.
Screening CCOC(=O)c1c(NC(=O)Cc2cccs2)sc(C(=O)NC2CCCCC2)c1C returned Mtb FBA inh -4, Mtb BioA inh -0.1, FadD28 binding -0.2, CCHFV vOTU inh 7, UGM FP inh 0.1, BoNT-A LC inh2 1.9, PrPC surface inh -1, BoNT F protease 6 and GDH-TPI counter 3.
CCOC(=O)N1CCC(Nc2c(NCCCN(CC)c3cccc(C)c3)c(=O)c2=O)CC1 was read as Mtb FBA inh 7, Mtb BioA inh 2.1, FadD28 binding -1.2, CCHFV vOTU inh 3, UGM FP inh 0.4, BoNT-A LC inh2 -0.6, PrPC surface inh 1, BoNT F protease -7 and GDH-TPI counter 5.
`O=C(NCc1ccc(F)cc1)C1CCCN(C(=O)Nc2ccc(F)cc2)C1` (stereo not drawn) gave Mtb FBA inh -2, Mtb BioA inh -0.8, FadD28 binding -1.1, CCHFV vOTU inh 8, UGM FP inh -1.4, BoNT-A LC inh2 0.4, PrPC surface inh -1, BoNT F protease -3 and GDH-TPI counter 8.
For CN(C)c1ccc(C=Cc2cnccn2)cc1 the results were Mtb FBA inh -4, Mtb BioA inh -1.0, FadD28 binding -1.9, CCHFV vOTU inh 17, BoNT-A LC inh2 0.2, PrPC surface inh -16, BoNT F protease -6 and GDH-TPI counter 25.
For CCc1nc2ccc(C(=O)NCCOc3ccc(OC)cc3)cn2c1N(C=O)Cc1ccc(OC)cc1 the results were Mtb FBA inh -5, Mtb BioA inh 1.0, FadD28 binding -3.6, CCHFV vOTU inh -10, BoNT-A LC inh2 0.0, PrPC surface inh 4, BoNT F protease 2 and GDH-TPI counter -3.
O=C(NCCCN1CCCC1)c1ccc2c(c1)N(Cc1ccccc1F)C(=O)c1ccccc1S2=O (stereo not drawn) was read as Mtb FBA inh -3, FadD28 binding -6.3, CCHFV vOTU inh 22, UGM FP inh 7.5, BoNT-A LC inh2 -1.3, PrPC surface inh -3, BoNT F protease 3 and GDH-TPI counter 0.
Cc1ccccc1C(=O)NNC(=O)CCCCC(=O)NNC(=O)c1ccccc1C was read as Mtb FBA inh 3, FadD28 binding -3.0, CCHFV vOTU inh -13, UGM FP inh 2.2, BoNT-A LC inh2 0.1, PrPC surface inh 6, BoNT F protease 0 and GDH-TPI counter 4.
`O=C(CCS(=O)(=O)Cc1ccccc1)NCCc1ccccc1` gave Mtb FBA inh 8, FadD28 binding -1.5, CCHFV vOTU inh 3, UGM FP inh -0.1, BoNT-A LC inh2 0.5, PrPC surface inh 5, BoNT F protease -2 and GDH-TPI counter 5.
For C=CCN(C(=O)c1cccc(C(F)(F)F)c1)C1(C(=O)Nc2ccccc2)CCN(C(C)C)CC1 the results were Mtb FBA inh -5, Mtb BioA inh -0.9, FadD28 binding -3.4, CCHFV vOTU inh -9, UGM FP inh 1.1, BoNT-A LC inh2 0.2, PrPC surface inh -15, BoNT F protease -4 and GDH-TPI counter -1.
Screening Cc1ccc(OCc2nc(C#N)c(NCc3ccc4c(c3)OCO4)o2)cc1 returned Mtb FBA inh -1, Mtb BioA inh -2.6, FadD28 binding -2.1, CCHFV vOTU inh 6, UGM FP inh 2.7, BoNT-A LC inh2 -1.4, PrPC surface inh -1, BoNT F protease 1 and GDH-TPI counter -2.
Screening Cc1cccc(N2CCN(C(=O)C3CC(=O)N(c4ccc5c(c4)OCCO5)C3)CC2C)c1 (stereo not drawn) returned Mtb FBA inh 1, Mtb BioA inh 0.4, FadD28 binding -0.6, CCHFV vOTU inh 0, UGM FP inh -0.7, BoNT-A LC inh2 0.1, PrPC surface inh 6, BoNT F protease 6 and GDH-TPI counter 7.
`CCOC(=O)Cc1csc(NC(=O)C2C3C=CC(C3)C2C(=O)O)n1` (stereo not drawn) gave Mtb FBA inh 0, Mtb BioA inh -0.2, FadD28 binding 1.1, CCHFV vOTU inh 10, UGM FP inh 1.3, BoNT-A LC inh2 1.7, PrPC surface inh 1, BoNT F protease -4 and GDH-TPI counter 4.
`O=C(NC1CCCCC1)NC1CC2CCCC(C1)N2C1CCCC1` (stereo not drawn) gave Mtb FBA inh 1, Mtb BioA inh -2.2, FadD28 binding -5.3, CCHFV vOTU inh -2, UGM FP inh 0.3, BoNT-A LC inh2 1.5, PrPC surface inh -7, BoNT F protease 16 and GDH-TPI counter -8.
Screening CC(=O)Nc1cccc(-c2ccnc3c2CC(C)(C(=O)NCc2ccc(N(C)C)cc2)O3)c1 (stereo not drawn) returned Mtb FBA inh 3, Mtb BioA inh 1.5, FadD28 binding -2.0, CCHFV vOTU inh -3, BoNT-A LC inh2 -0.2, PrPC surface inh 11, BoNT F protease -6 and GDH-TPI counter 12.

Rows were taken by chance; overall some 4.8% were active at least once.
